Bioassay records from PubChem BioAssay.
Redox H2O2 prof: compounds producing H2O2 with reducing agent – biochemical, NIH compound library profiling, artefact control for MLSCN library redox annotation, primary screen; DTT-dependent redox cycling H2O2, phenol red/HRP absorbance; 100% = 100 µM peroxide control, 0% = buffer; activation, % at 10 µM; 200,000 tested, 0.03% active; AID 878;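 active = activation of at least 50% relative to the plate's high and low controls in the primary single-dose screen; inactive = activation below 50%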;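 note: compound incubated with DTT at 0.8 mM final as the reducing agent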
S1P3 antag: S1P3 (human) receptor antagonism | Q99500 | CHO S1P3 NFAT-BLA reporter, FRET fluorescence, antagonist mode | inhibition, % at 4.98 µM | 170,000 tested, 0.27% active | AID 485;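 active = inhibition above the plate cutoff, the mean inhibition of test wells on that plate plus 3 SD, cut at about 28% in these data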;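 note: cells challenged with S1P at its EC80 of 0.8 µM; blue over green emission ratio from cleaved BLA substrate after 4 h stimulation; 0% = S1P-stimulated wells and 100% = unstimulated DMSO-only wells; some compounds past the cut are filed as inactive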
RAM inhibit: inhibitors of the yeast RAM network; S. cerevisiae dse1pr::URA3 reporter, 5-FOA growth OD615, 2 d; analog-sensitive cbk1-as2 kinase mutant strain; inhibition, % at 50 µM; 190,000 tested, 1.8% active; AID 868;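 active = inhibition above a set limit, 3 SD over mean compound inhibition, cut at about 8.4% in these data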;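 note: 0% = DMSO-only wells with no growth and 100% = 10 µM 1-NA-PP1 full growth; inhibition rescues growth on 5-FOA so higher OD means more RAM inhibition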
HMGR II inh: inhibitors of class II HMG-CoA reductase from Enterococcus faecalis. purified E. faecalis HMGR, NADPH absorbance 340 nm kinetic. inhibition, % at 10 µM. 190,000 tested, 0.41% active;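 active = inhibition above a set limit, the median over all tested compounds plus 3 SD, cut at about 9.5% in these data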;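 note: enzyme runs in reverse so mevalonate oxidation gives rising NADPH absorbance; 0% = complete reaction with DMSO and 100% = background rate lacking mevalonate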
PMI act satM6P: increases human PMI activity with near-saturating mannose 6-phosphate | P34949 | coupled PMI enzyme assay, resazurin fluorescence, 20 min; stronger effect = higher value; 1 = untreated enzyme, 0 = substrate-free blank | 190,000 tested, 0.34% active | AID 1216 | activation factor at 20 µM;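 active = activation factor of 2 or more at 20 µM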
Target sequence (P34949 whole entry, looked up): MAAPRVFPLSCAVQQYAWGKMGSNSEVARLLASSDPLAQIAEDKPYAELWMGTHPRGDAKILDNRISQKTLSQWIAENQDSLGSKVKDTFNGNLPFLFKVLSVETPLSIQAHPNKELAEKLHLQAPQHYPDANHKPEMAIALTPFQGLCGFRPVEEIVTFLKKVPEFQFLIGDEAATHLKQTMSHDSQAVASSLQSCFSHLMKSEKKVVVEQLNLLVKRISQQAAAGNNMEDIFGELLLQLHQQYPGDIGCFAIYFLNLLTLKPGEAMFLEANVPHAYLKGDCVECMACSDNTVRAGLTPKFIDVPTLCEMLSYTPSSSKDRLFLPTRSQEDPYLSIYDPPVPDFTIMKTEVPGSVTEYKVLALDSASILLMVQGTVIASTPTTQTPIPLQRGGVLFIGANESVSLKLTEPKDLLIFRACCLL
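Technique: Diaphorase-driven resazurin-to-resorufin fluorescence, excitation 544, emission 590 nm | Assay system: Human PMI in coupled enzyme assay | Times: Enzyme reaction with compound 20 min at room temperature | Medium: HEPES-buffered pH 7.4 with magnesium and detergent | Reagent: Mannose-6-phosphate 1.0 mM (near-saturating) plus 0.22 mM NADP+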
TNAP inh noacc: blocks human TNAP activity with no phosphate acceptor present; P05186; purified TNAP, CDP-star luminescence, 30 min; inhibition, % at 20 µM; 200,000 tested, 0.26% active;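 active = tissue-nonspecific alkaline phosphatase inhibition above about 50% at 20 µM in the single-dose screen, limit read from the data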;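 note: 0% = DMSO negative control and 100% = EDTA positive control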
Target sequence (P05186 whole entry, looked up): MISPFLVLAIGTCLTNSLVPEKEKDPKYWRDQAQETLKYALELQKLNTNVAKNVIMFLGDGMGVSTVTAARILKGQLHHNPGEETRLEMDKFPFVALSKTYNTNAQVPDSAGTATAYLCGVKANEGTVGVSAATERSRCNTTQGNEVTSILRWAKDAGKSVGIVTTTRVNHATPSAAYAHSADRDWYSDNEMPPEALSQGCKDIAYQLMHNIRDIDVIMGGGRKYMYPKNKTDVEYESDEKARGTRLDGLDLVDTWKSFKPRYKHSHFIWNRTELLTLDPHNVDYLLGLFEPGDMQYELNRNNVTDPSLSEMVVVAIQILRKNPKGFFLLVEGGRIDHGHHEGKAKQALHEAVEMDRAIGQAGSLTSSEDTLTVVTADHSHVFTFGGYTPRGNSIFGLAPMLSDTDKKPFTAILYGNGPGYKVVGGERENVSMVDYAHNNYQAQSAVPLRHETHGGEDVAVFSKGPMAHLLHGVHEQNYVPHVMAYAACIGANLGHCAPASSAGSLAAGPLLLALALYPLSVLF
PMI activator: increases human mannose-6-phosphate isomerase activity; P34949; purified human PMI, coupled resazurin fluorescence, 20 min; stronger effect = higher value; 1 = vehicle control, 0 substrate-free wells; activation factor at 20 µM; 190,000 tested, 0.005% active; AID 1214;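 active = activation factor of 2 or more at 20 µM, relative to plate controls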
Lmaj promast: Leishmania major promastigote growth inhibition | Leishmania major promastigotes, resazurin fluorescence viability | inhibition, % at 10 µM | 200,000 tested, 9% active; in the data active = inhibition above about 50%;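 note: promastigotes grown with compound for 44 hours at 28 °C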
Hsp70 act: switches on Hsp70 transcription; activation, % at 10 µM; 200,000 tested, 0.04% active; AID 1203; HeLa Hsp70 promoter luciferase reporter, luminescence; scaled: vehicle 0, proteasome-inhibitor control 100%;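 active = activation above the mean across all tested compounds plus 3 SD, cutoff set per campaign, cut at about 5.5% in these data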;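 note: 100% = MG132 at 30 µM as the positive control and 0% = DMSO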
TNAP inh hi DEA: TNAP (human) inhibition, high acceptor. P05186. inhibition, % at 20 µM. AID 1135. purified TNAP, CDP-star luminescence, 1 M DEA. 200,000 tested, 0.03% active;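 active = over 50% inhibition of tissue-nonspecific alkaline phosphatase at 20 µM in the single-dose screen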;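 note: plate controls were DMSO wells for no effect and EDTA-quenched wells as full inhibition for full effect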
Starred values were filed as active, the others as inactive; nt = no result given.

SMILES	Redox H2O2 prof	S1P3 antag	RAM inhibit	HMGR II inh	PMI act satM6P	TNAP inh noacc	PMI activator	Lmaj promast	Hsp70 act	TNAP inh hi DEA
NS(=O)(=O)c1cccc(NC(=O)COC(=O)CCSc2ccccc2)c1	0.2	-12	-0.5	4	0.9	-2	0.9	19	-0.5	-4
O=c1c2c(n3cnnc3n1-c1ccccc1)-c1ccccc1CC21CCCC1	-0.2	-14	2.0	-3	1.1	-12	0.9	66*	0.3	0
NC(=O)N=Nc1c(O)[nH]c2c(Br)cc(Br)cc12	-1.1	-15	2.6	-7	0.9	-25	1	10	-0.1	-2
CC(=O)Nc1cc(C(=O)O)ccc1S(=O)(=O)c1ccc(C)cc1	2.8	nt	0.8	-3	1.1	-15	1.1	-4	-0.1	-7
Cc1ccc(OCCNC(=O)c2cc(C(=O)NCCOc3ccc(C)cc3)cc([N+](=O)[O-])c2)cc1	0.1	8	8.9*	1	0.9	-1	0.9	99*	-0.3	2
COc1ccc(NS(=O)(=O)c2ccc(OC)c(NC(=O)CCC3CCCCC3)c2)cc1	-0.4	-13	4.5	1	1	-6	1.1	1	-0.3	-2
O=C(C1CCCCN1S(=O)(=O)c1ccccc1)N1CCN(C(c2ccccc2)c2ccccc2)CC1 (stereo unspecified)	2.9	nt	2.1	2	0.9	-13	0.8	19	-0.4	-4
N#Cc1nc(Cc2ccccc2)oc1NCc1cccnc1	0.7	-16	0.1	-2	1	-7	1.1	-7	0.4	-1
C/C(=N\NC(=O)COc1ccccc1-c1ccccc1)c1cccnc1	-1.4	-8	0.0	-1	1	-5	1	25	0.0	0
CC(C)(C)CC(C)(C)c1ccc(O)c(CN2CCN(CCC#N)CC2)c1	-0.1	nt	0.3	-2	1	6	1	97*	-0.4	1
CCOc1ccccc1N(CC(=O)Nc1ccccc1C(=O)OC)S(C)(=O)=O	-0.7	nt	4.2	-1	1	-13	0.9	-6	-0.3	-7
C/C(=N\NC(=O)COc1ccccc1-c1ccccc1)c1ccccn1	-1.5	7	0.9	-3	1.1	-5	1	100*	-0.1	-2
O=C(CSc1nc(-c2ccco2)cc(C(F)(F)F)n1)NCCc1ccccc1	0.2	-17	14*	-2	1.2	1	1.1	6	-0.2	-2
O=C1CC(C(=O)O)S/C(=N\NC(=O)c2ccc(F)cc2)N1 (stereo unspecified)	0.0	0	-1.3	-5	0.7	-15	0.8	73*	-0.2	1
COc1ccccc1CC(NC(C)=O)C(=O)N1CCN(C(=O)Nc2ccccc2Cl)CC1 (stereo unspecified)	0.2	nt	-0.7	-1	1	-10	0.9	-2	-0.3	-6
CCOC(=O)C1=C(C)OC(N)=C(C#N)C1c1cc(OC)c2c(c1)OCO2 (stereo unspecified)	1.4	9	2.1	-1	0.9	-12	1	6	-0.2	-2
Cc1c(Cl)cccc1NC(=S)NCCN1CCOCC1	0.4	-16	1.6	1	1	-5	0.9	2	-0.1	0
COC(=O)C1C(=O)C=C(Nc2ccc(F)cc2)CC1c1ccc(OC)cc1 (stereo unspecified)	-0.1	-16	3.4	2	0.9	-17	0.8	0	-0.3	-3
O=C(Nc1ccccc1Cl)N1CCSc2ccccc21	-2.0	6	2.9	-6	0.9	-12	0.9	5	0.4	-6
COCc1cc(C)nc(SCC(=O)Nc2ccc(C)c(C)c2)c1C#N	-2.3	nt	2.3	0	0.9	-8	0.9	-5	0.5	-9
O=C(c1c[nH]c2ccccc12)N1CCOCC1	-1.8	-20	1.5	0	1.1	-10	1.1	-5	-0.1	-4
CSc1ccc(-c2nnn(Cc3ccc(C)cc3)n2)cc1	0.1	nt	7.5	0	1.1	-14	1	-4	-0.3	-7
Cc1ccc(NC(=O)Nc2cccs2)c(Cl)c1	0.0	nt	2.5	-3	0.9	-5	0.8	-4	0.2	2
COc1ccc(S(=O)(=O)Nc2ccc(-n3cccc3)cc2)cc1	-1.7	-13	2.4	-1	1	-7	1	15	0.0	-2
CCC(C)C(NC(=O)c1ccc(Cl)cc1Cl)C(=O)O (stereo unspecified)	-0.1	2	1.1	-4	1	-12	1.1	-8	-0.3	-3
(next part)
SMILES	Redox H2O2 prof	S1P3 antag	RAM inhibit	HMGR II inh	PMI act satM6P	TNAP inh noacc	PMI activator	Lmaj promast	Hsp70 act	TNAP inh hi DEA
Cc1cc(=O)[nH]c(SCC(=O)Nc2ccc(F)c([N+](=O)[O-])c2)n1	-4.1	-13	0.0	-3	1	-14	1.1	-8	0.2	-5
COc1ccccc1N/N=C(\C#N)C(=N)N1CCOCC1	-0.2	-4	1.5	3	1	-1	1	-5	0.2	6
COCc1cccc(N2C(=O)CC(C3C=C(C)C4C(=O)N(c5cccc(COC)c5)C(=O)C4C3)C2=O)c1 (stereo unspecified)	-0.2	-9	2.1	-4	1.1	-10	1.1	-3	-0.3	1
CC(=O)c1cc(-c2ccccc2)[nH]c1N1CCOCC1	-0.2	nt	1.2	-3	1	-12	1	1	-0.1	-4
CCOC(=O)c1oc2ccccc2c1NC(=O)c1ccccc1OC	-0.4	13	8.1	-1	0.9	-8	0.9	5	-0.2	-4
Cc1ccc(NC(=O)CSc2n[nH]c(-c3ccco3)n2)cc1	0.8	-14	0.8	-2	nt	7	nt	8	0.3	2
Cc1ccc(CNC(=O)CCc2nc(-c3cccs3)no2)cc1	-0.8	nt	2.5	-8	0.9	-9	1	-6	-0.3	-6
O=C(c1ccc(Cl)cc1)c1c[nH]c(C(=O)NNc2ccccc2)c1	-1.5	9	4.2	-3	2.1*	-17	1.7	45	-0.2	-7
CCCCN(C(=O)NC(=O)Nc1c(C)cc(C)cc1C)S(C)(=O)=O	1.0	-8	3.8	-1	1	-8	0.9	-2	0.0	-6
O=C(O)C1CCN(c2ncccn2)CC1	0.5	11	0.3	-4	1	-7	1	-5	-0.1	-3
COc1ccc2c(c1)-c1nc(/N=C/c3ccc(O)cc3)sc1CC2	0.0	-4	1.2	-5	0.2	-4	0.2	-3	-0.1	5
CCN(CC)S(=O)(=O)c1cc(NS(=O)(=O)c2cc(Cl)ccc2Cl)ccc1C	-0.2	-3	11*	-2	0.9	-8	0.9	51*	-0.1	-3
O=C(NCc1ccncc1)c1cc(F)c(F)cc1Cl	-0.5	-6	1.3	-4	1	-10	0.9	-6	-0.4	-7
CC(C)Cn1c(SCC(=O)NCc2ccco2)nnc1-c1ccncc1	-0.1	-7	-0.5	0	0.9	-6	0.9	-10	0.1	-5
CC1=CC(C)(C)N(C(=O)CN2C(=O)CCC2=O)c2ccc(C)cc21	0.2	3	0.1	-3	1.1	-8	1.1	-2	0.5	-3
O=C(O)CN1C(=O)CSc2ccccc21	-1.1	nt	0.9	-4	1	6	1.1	-9	-0.3	-3
CS(=O)(=O)N(CC(=O)Nc1ccc(S(=O)(=O)N2CCCC2)cc1)c1ccccc1F	-0.2	0	2.4	-1	0.9	-11	1	-4	-0.3	-3
CN(C)CC(=O)Nc1ccc(S(N)(=O)=O)cc1	1.5	nt	1.4	-4	1	-12	1	-17	-0.4	2
CC(=O)NCC(=O)OCC(=O)c1ccc2ccccc2c1	0.1	nt	2.2	-1	1	-17	1	-17	0.6	-3
CC(C)[C@H](NC(=O)c1cccc(S(=O)(=O)N2CCOCC2)c1)C(=O)Nc1nccs1	-1.2	-16	1.1	-8	0.9	-3	0.9	-11	0.1	0
O=C(CSc1nnc(-c2cccs2)n1Cc1ccccc1)NCc1ccc2c(c1)OCO2	0.2	nt	2.3	-5	0.9	-8	0.9	15	-0.3	-4
COc1cc(/C=C(\C#N)C(=O)NCCc2ccccc2)cc(OC)c1O	0.2	-11	3.1	-14	0.4	24	0.9	8	-0.1	31
Cc1c(C(=O)Oc2cccc3cccnc23)oc2ccccc12	-1.2	8	-1.3	-4	0.5	-8	0.8	98*	0.2	-4
COc1ccccc1Oc1nc(C)c(C(C)=O)cc1C#N	-1.3	2	0.6	-1	1	-11	1	5	-0.3	2
CCC(C)NC(=O)COC(=O)c1cccnc1Nc1ccccc1F (stereo unspecified)	0.1	-3	4.5	-1	1.1	-14	0.9	1	-0.3	1
COCCCNC(=O)CCSc1ccc(C)cc1	-0.3	-21	0.9	3	1	-8	1	-2	0.0	-2
c1cc2c(nn1)CCc1nonc1-2	1.1	-13	0.8	-5	0.9	-8	1	-8	0.1	-1

A stretch taken from the entries so far:
SMILES	Redox H2O2 prof	S1P3 antag	RAM inhibit	HMGR II inh	PMI act satM6P	TNAP inh noacc	PMI activator	Lmaj promast	Hsp70 act	TNAP inh hi DEA
Cc1cc(=O)[nH]c(SCC(=O)Nc2ccc(F)c([N+](=O)[O-])c2)n1	-4.1	-13	0.0	-3	1	-14	1.1	-8	0.2	-5
COc1ccccc1N/N=C(\C#N)C(=N)N1CCOCC1	-0.2	-4	1.5	3	1	-1	1	-5	0.2	6

14 of the compounds above, with values under each structure.
Order of results: Redox H2O2 prof	S1P3 antag	RAM inhibit	HMGR II inh	PMI act satM6P	TNAP inh noacc	PMI activator	Lmaj promast	Hsp70 act	TNAP inh hi DEA
CCCCN(C(=O)NC(=O)Nc1c(C)cc(C)cc1C)S(C)(=O)=O
→ 1.0	-8	3.8	-1	1	-8	0.9	-2	0.0	-6
O=C(O)C1CCN(c2ncccn2)CC1
→ 0.5	11	0.3	-4	1	-7	1	-5	-0.1	-3
COc1ccc2c(c1)-c1nc(/N=C/c3ccc(O)cc3)sc1CC2
→ 0.0	-4	1.2	-5	0.2	-4	0.2	-3	-0.1	5
CCN(CC)S(=O)(=O)c1cc(NS(=O)(=O)c2cc(Cl)ccc2Cl)ccc1C
→ -0.2	-3	11*	-2	0.9	-8	0.9	51*	-0.1	-3
O=C(NCc1ccncc1)c1cc(F)c(F)cc1Cl
→ -0.5	-6	1.3	-4	1	-10	0.9	-6	-0.4	-7
CC(C)Cn1c(SCC(=O)NCc2ccco2)nnc1-c1ccncc1
→ -0.1	-7	-0.5	0	0.9	-6	0.9	-10	0.1	-5
CC1=CC(C)(C)N(C(=O)CN2C(=O)CCC2=O)c2ccc(C)cc21
→ 0.2	3	0.1	-3	1.1	-8	1.1	-2	0.5	-3
O=C(O)CN1C(=O)CSc2ccccc21
→ -1.1	nt	0.9	-4	1	6	1.1	-9	-0.3	-3
CS(=O)(=O)N(CC(=O)Nc1ccc(S(=O)(=O)N2CCCC2)cc1)c1ccccc1F
→ -0.2	0	2.4	-1	0.9	-11	1	-4	-0.3	-3
CN(C)CC(=O)Nc1ccc(S(N)(=O)=O)cc1
→ 1.5	nt	1.4	-4	1	-12	1	-17	-0.4	2
CC(=O)NCC(=O)OCC(=O)c1ccc2ccccc2c1
→ 0.1	nt	2.2	-1	1	-17	1	-17	0.6	-3
CC(C)[C@H](NC(=O)c1cccc(S(=O)(=O)N2CCOCC2)c1)C(=O)Nc1nccs1
→ -1.2	-16	1.1	-8	0.9	-3	0.9	-11	0.1	0
O=C(CSc1nnc(-c2cccs2)n1Cc1ccccc1)NCc1ccc2c(c1)OCO2
→ 0.2	nt	2.3	-5	0.9	-8	0.9	15	-0.3	-4
COc1cc(/C=C(\C#N)C(=O)NCCc2ccccc2)cc(OC)c1O
→ 0.2	-11	3.1	-14	0.4	24	0.9	8	-0.1	31
